SW480 rereplic: DNA re-replication induction in SW480 cells; SW480 DNA re-replication, Hoechst DNA content imaging, 48 h; Potency, µM (top dose mostly 46.1 µM), for the others: at the top dose re-replication activation, usual class: activators; 1.8% of 340,000 active; AID 624297; also: potency is read from the fitted curve at half-maximal effect; % of control where 0% means no effect; nearly all actives have a fitted effect of over 55% in size
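Treated cells incubate 48 hr (37 C, 5% CO2), are stained 40 min with Hoechst, and nuclear fluorescence is enumerated; a rise in nuclei with high DNA signal marks re-replication.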
D3 antag: D3 dopamine receptor (human) antagonism; P35462; max response, negative = inhibition, %; AID 652054; D3R cells, DiscoveRx beta-arrestin luminescence, antagonist mode; stronger effect = lower value; 2.5% of 360,000 active; in the data active = max response below about -50%; inconclusive = no clear call, values can overlap the other calls; also: % is scaled to controls: 0 for no effect and ±100 for the full control effect; mostly tested at two doses, the higher about 12 µM
Target sequence (P35462 whole entry, looked up): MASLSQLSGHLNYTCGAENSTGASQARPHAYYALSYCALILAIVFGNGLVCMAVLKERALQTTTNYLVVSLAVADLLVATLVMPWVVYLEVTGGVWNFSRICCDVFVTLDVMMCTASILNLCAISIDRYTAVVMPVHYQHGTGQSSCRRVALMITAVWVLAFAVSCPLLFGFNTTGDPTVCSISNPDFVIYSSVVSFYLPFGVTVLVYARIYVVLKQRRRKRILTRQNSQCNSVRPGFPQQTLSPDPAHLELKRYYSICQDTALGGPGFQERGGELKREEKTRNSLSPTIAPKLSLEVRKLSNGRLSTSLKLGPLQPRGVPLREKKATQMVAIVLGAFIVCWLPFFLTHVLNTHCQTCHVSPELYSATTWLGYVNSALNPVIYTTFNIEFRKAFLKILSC
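Cells plated overnight at 1500 cells/well, then exposed to library compounds with dopamine controls for 90 minutes at 37 degrees C. DiscoveRx reagent added for 30–60 minutes at room temperature; luminescence read, quantitative HTS format.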
KB-3-1 cytotox: kills parental KB-3-1 adenocarcinoma cells. KB-3-1 viability, CellTiter-Glo ATP luminescence, 72 h. Potency, µM (doses to about 46.1 µM), for inactives: at the highest dose activity change, negative = cytotoxic, usual class: cytotoxic. 1.4% of 400,000 active; also: potency is read from the fitted curve at half-maximal effect; % is scaled to controls: 0 for no effect and ±100 for the full control effect; nearly all actives have a fitted effect of over 60% in size
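Screening of KB-3-1 cells (DMEM, 10% FBS, phenol-red free) ran from lowest to highest compound concentration; after 72 h at 37 °C viability was read luminescently and curves fitted.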
HT1080 IDH1KD tx: toxicity to HT-1080 IDH1 knockdown cells (counter line) | 2% of 360,000 active | Potency, µM (doses to about 46.1 µM), inactives show top-dose activity, negative = toxicity, most hits filed as cytotoxic | AID 686971 | HT-1080 IDH1 knockdown viability, ATP luminescence, 48 h;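 also: potency is read from the fitted curve at half-maximal effect; 0% = DMSO wells and -100% = cell-free medium wells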
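Viability of IDH1-knockdown HT-1080 fibrosarcoma cells was assessed by CellTiter-Glo after 48 h at 37 °C with titrated compound; concentration-effect curves were classified by fit quality and response size.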
HT1080NT lethal: kills 2HG-producing HT-1080-NT fibrosarcoma cells; 1.6% of 360,000 active; HT-1080-NT fibrosarcoma viability, CellTiter-Glo ATP luminescence, 48 h; Potency, µM (highest dose often 46.1 µM), inactives show at the top dose activity, negative = less viability, hits mostly cytotoxic;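 also: NT is the 2HG producing partner of a matched IDH1 knockdown line; potency is read from the fitted curve at half-maximal effect; 0% = DMSO-treated cells and -100% = media-only wells without cells; nearly all actives have a fitted effect of over 55% in size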
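Luminescent CellTiter-Glo readout after 48 hours of compound exposure at 37 degrees C defined viability of HT-1080-NT cells. Activity was normalized to DMSO wells and cell-free media wells; concentration-response curves were fitted and assigned curve classes.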
D3 ag: agonists of human D3 dopamine receptor; 0.58% of 410,000 active; D3R DiscoveRx beta-arrestin cells, luminescence, 90 min; P35462; max activation, %; in the data active = max activation above about 30%; also: 0% is about no effect; mostly tested at two doses, the higher about 12 µM
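Cells at 1500/well, incubated overnight, then treated with pinned compounds (dopamine as control) for 90 min at 37 degrees C. DiscoveRx reagent added for 30 - 60 minutes at room temperature; luminescence read.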
KB-V1 cytotox: KB-V1 MDR subline cytotoxicity. KB-V1 MDR cells viability, CellTiter-Glo, 72 h. Potency, µM (highest dose often 46.1 µM), inactives show top-dose activity change, negative = cytotoxicity, usual class: cytotoxic. 3.4% of 400,000 active. AID 1347076; also: potency is read from the fitted curve at half-maximal effect; % is scaled to controls: 0 for no effect and ±100 for the full control effect; nearly all actives have a fitted effect of over 60% in size
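KB-V1 cells (P-gp-expressing MDR subline of KB-3-1) in phenol-red-free DMEM with 10% FBS were exposed to library compounds over a concentration series for 72 h at 37 degrees C. Viability read by CellTiter-Glo luminescence; concentration-effect curves fitted after normalization.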
GLP-1R agonist: GLP-1 receptor (human) agonism | P43220 | HEK293 GLP-1R CRE-luciferase, luminescence, 4-6 h; cells express a hypersensitive GLP-1R form | Potency, µM (titrated, usually from 45.6 µM), for the others: at the top dose activation, actives largely listed as activators | 0.007% of 380,000 active; also: potency is read from the fitted curve at half-maximal effect; % of control where 0% means no effect
Target sequence (P43220 whole entry, looked up): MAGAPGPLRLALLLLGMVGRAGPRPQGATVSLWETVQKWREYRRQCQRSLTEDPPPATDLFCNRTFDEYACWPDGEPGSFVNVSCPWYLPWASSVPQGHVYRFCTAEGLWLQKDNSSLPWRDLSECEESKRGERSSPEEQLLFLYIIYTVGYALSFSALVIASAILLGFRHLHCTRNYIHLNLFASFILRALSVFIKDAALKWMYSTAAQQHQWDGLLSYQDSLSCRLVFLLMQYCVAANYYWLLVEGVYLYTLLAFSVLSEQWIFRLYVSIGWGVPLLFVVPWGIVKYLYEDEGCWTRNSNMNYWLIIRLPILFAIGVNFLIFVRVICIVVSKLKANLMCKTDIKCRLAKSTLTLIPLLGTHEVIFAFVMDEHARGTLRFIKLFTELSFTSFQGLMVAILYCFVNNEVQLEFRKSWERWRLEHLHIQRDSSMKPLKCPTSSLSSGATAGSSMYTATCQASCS
IL1B secr inh: blocks inflammasome-driven IL-1 beta release; THP-1 LPS/ATP IL-1B secretion, AlphaLISA, 16 h; stronger effect = lower value; activity change, % at 57.5 µM; 4.7% of 360,000 active; AID 743279; in the data active = activity change below about -50%; inconclusive = mostly about -30% to -49%; also: % is scaled to controls: 0 for no effect and ±100 for the full control effect
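THP-1 cells pretreated 1 hr with compounds (up to 57.5 uM final), then stimulated with LPS (250 ng/mL final) plus ATP (1.25 mM final); secreted IL-1B measured by AlphaLISA after 16 hr, decreased signal indicating inhibition.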
The depositor's hits bear a star; [ ] = dose if it differs, or a comment. Unless noted, calls follow the shape of the dose curve; as a rule, active = well fitted curve in the direction sought with a large enough effect; inconclusive = small, poorly fitted or top-dose-only effect, or another doubt; inactive = no such curve, though single readings can be large; an effect the other way counts as inactive or inconclusive.

O=[N+]([O-])c1ccccc1Oc1ncccc1[N+](=O)[O-] was read as SW480 rereplic -11%, D3 antag -2, KB-3-1 cytotox 6%, HT1080 IDH1KD tx -1%, HT1080NT lethal -1%, D3 ag -6, KB-V1 cytotox inconclusive, GLP-1R agonist 1% and IL1B secr inh -7.
Screening CC(=O)Nc1ccc2c(c1)-c1ccc(F)cc1C2 returned SW480 rereplic -3%, D3 antag 4, KB-3-1 cytotox 16%, HT1080 IDH1KD tx -2%, HT1080NT lethal 0%, D3 ag -1, KB-V1 cytotox -5%, GLP-1R agonist 1% and IL1B secr inh 15.
COc1cc(/C=C(/C#N)C(=O)Nc2ccc(Cl)cc2)ccc1Oc1nc(Cl)ncc1F was read as SW480 rereplic 18%, D3 antag 18, KB-3-1 cytotox -17%, HT1080 IDH1KD tx -1%, HT1080NT lethal 16%, D3 ag -11, KB-V1 cytotox 24%, GLP-1R agonist -3% and IL1B secr inh -21.
Screening COc1ccc(-n2c(SCC(=O)NCc3ccco3)nc3sc4c(c3c2=O)CCN(C)C4)cc1 returned SW480 rereplic -3%, D3 antag -29, KB-3-1 cytotox 1%, HT1080 IDH1KD tx 4%, HT1080NT lethal -2%, D3 ag 0, KB-V1 cytotox 8%, GLP-1R agonist -4% and IL1B secr inh 16.
`CCN(CC(=O)Nc1c(F)cccc1F)C(=O)c1cccc(S(=O)(=O)NCc2ccccc2)c1` gave SW480 rereplic inconclusive, D3 antag -6, KB-3-1 cytotox -10%, HT1080 IDH1KD tx -7%, HT1080NT lethal inconclusive, D3 ag -16, KB-V1 cytotox -16%, GLP-1R agonist 4% and IL1B secr inh -6.
Cc1c(NC(=O)C(C)OC(=O)c2cccc(S(=O)(=O)N3CCOCC3)c2)c(=O)n(-c2ccccc2)n1C (stereo not drawn) was read as SW480 rereplic -2%, D3 antag -2, KB-3-1 cytotox 0%, HT1080 IDH1KD tx 1%, HT1080NT lethal 2%, D3 ag 1, KB-V1 cytotox 0%, GLP-1R agonist -1% and IL1B secr inh 13.
`Cc1cc(C)cc(N(CC(=O)NC2CCCC2)S(=O)(=O)c2c(C)[nH]c(=O)[nH]c2=O)c1` gave SW480 rereplic -7%, D3 antag -3, KB-3-1 cytotox 13%, HT1080 IDH1KD tx -3%, HT1080NT lethal 0%, D3 ag 2, KB-V1 cytotox -5%, GLP-1R agonist 1% and IL1B secr inh 8.
Cc1ccc(S(=O)(=O)Nc2ccc(N3CCOCC3)cc2)cc1C was read as SW480 rereplic -3%, D3 antag -1, KB-3-1 cytotox -3%, HT1080 IDH1KD tx 2%, HT1080NT lethal -1%, D3 ag 6, KB-V1 cytotox -13%, GLP-1R agonist 12% and IL1B secr inh -6.
COc1ccccc1N1C(=O)c2ccccc2NC1c1cc(OC)c(OC)c(OC)c1 (stereo not drawn) was read as SW480 rereplic 3%, D3 antag -11, KB-3-1 cytotox 3%, HT1080 IDH1KD tx 10%, HT1080NT lethal 14%, D3 ag -4, KB-V1 cytotox -26%, GLP-1R agonist 13% and IL1B secr inh 0.
For CCN1C(=O)c2ccccc2S(=O)(=O)c2ccc(C(=O)NCc3ccccc3)cc21 the results were KB-3-1 cytotox 5%, D3 ag -4, KB-V1 cytotox 0% and GLP-1R agonist 0%.
COC(=O)c1ccc(C)c(NC(=O)CN(c2ccccc2)S(=O)(=O)N(C)C)c1 was read as SW480 rereplic -2%, D3 antag 3, KB-3-1 cytotox 4%, HT1080 IDH1KD tx -3%, HT1080NT lethal 29%, D3 ag 4, KB-V1 cytotox inconclusive, GLP-1R agonist 4% and IL1B secr inh 20.
Screening O=C(O)c1cccc(N/N=C/c2cccs2)c1 returned SW480 rereplic 0%, D3 antag 14, KB-3-1 cytotox 2%, HT1080 IDH1KD tx -7%, HT1080NT lethal -6%, D3 ag 1, KB-V1 cytotox 15%, GLP-1R agonist -8% and IL1B secr inh -12.
Screening Cc1nnc(NC(=O)CSc2ncnc3c2cnn3-c2ccccc2C)s1 returned SW480 rereplic 5%, D3 antag -63*, KB-3-1 cytotox -4%, HT1080 IDH1KD tx 0%, HT1080NT lethal -4%, D3 ag 6, KB-V1 cytotox 16%, GLP-1R agonist 0% and IL1B secr inh 0.
For Cc1nn2c(C)c(C(=O)Nc3ccccc3)cnc2c1-c1ccccc1 the results were SW480 rereplic 13%, D3 antag 10, KB-3-1 cytotox 13%, HT1080 IDH1KD tx -26%, HT1080NT lethal -28%, D3 ag 5, KB-V1 cytotox inconclusive, GLP-1R agonist 17% and IL1B secr inh inconclusive.
`CC(C)(C)C(=O)Nc1sc2c(c1C#N)CCC2` gave SW480 rereplic 5%, D3 antag -3, KB-3-1 cytotox 7%, HT1080 IDH1KD tx 23%, HT1080NT lethal 14%, D3 ag 3, KB-V1 cytotox 16%, GLP-1R agonist -1% and IL1B secr inh 15.
For O=C(Nc1ccccc1)Nc1cccc2cccnc12 the results were SW480 rereplic inconclusive, D3 antag -18, KB-3-1 cytotox -6%, HT1080 IDH1KD tx -12%, HT1080NT lethal -13%, D3 ag -4, KB-V1 cytotox -26%, GLP-1R agonist 1% and IL1B secr inh -15.
CCNC(=S)NNC(=O)C(c1ccccc1)c1ccccc1 was read as SW480 rereplic 7%, D3 antag -23, KB-3-1 cytotox 1%, HT1080 IDH1KD tx 6%, HT1080NT lethal -14%, D3 ag -4, KB-V1 cytotox 6%, GLP-1R agonist 0% and IL1B secr inh 17.
For COc1cccc(CNc2nc3nc(C)c(Cl)c(=O)n3[nH]2)c1 the results were SW480 rereplic 0%, D3 antag 2, KB-3-1 cytotox 8%, HT1080 IDH1KD tx 9%, HT1080NT lethal 16%, D3 ag 8, KB-V1 cytotox 15%, GLP-1R agonist -4% and IL1B secr inh -9.
CCC(=O)N1CCN(c2ccc(Cl)cc2NC(=O)c2ccc(Br)o2)CC1 was read as SW480 rereplic -3%, D3 antag -22, KB-3-1 cytotox 23%, HT1080 IDH1KD tx -1%, HT1080NT lethal 7%, D3 ag 29, KB-V1 cytotox -23%, GLP-1R agonist 12% and IL1B secr inh 24.
CC(C)c1nc(SCC(=O)Nc2ccc(N3CCOCC3)cc2)c2ccccc2n1 was read as SW480 rereplic inconclusive, D3 antag -17, KB-3-1 cytotox -11%, HT1080 IDH1KD tx 0%, HT1080NT lethal -14%, D3 ag 2, KB-V1 cytotox -14%, GLP-1R agonist 6% and IL1B secr inh 0.

An excerpt from the list above, as a working copy:
CCNC(=S)NNC(=O)C(c1ccccc1)c1ccccc1 was read as SW480 rereplic 7%, D3 antag -23, KB-3-1 cytotox 1%, HT1080 IDH1KD tx 6%, HT1080NT lethal -14%, D3 ag -4, KB-V1 cytotox 6%, GLP-1R agonist 0% and IL1B secr inh 17.
For COc1cccc(CNc2nc3nc(C)c(Cl)c(=O)n3[nH]2)c1 the results were SW480 rereplic 0%, D3 antag 2, KB-3-1 cytotox 8%, HT1080 IDH1KD tx 9%, HT1080NT lethal 16%, D3 ag 8, KB-V1 cytotox 15%, GLP-1R agonist -4% and IL1B secr inh -9.
CCC(=O)N1CCN(c2ccc(Cl)cc2NC(=O)c2ccc(Br)o2)CC1 was read as SW480 rereplic -3%, D3 antag -22, KB-3-1 cytotox 23%, HT1080 IDH1KD tx -1%, HT1080NT lethal 7%, D3 ag 29, KB-V1 cytotox -23%, GLP-1R agonist 12% and IL1B secr inh 24.
CC(C)c1nc(SCC(=O)Nc2ccc(N3CCOCC3)cc2)c2ccccc2n1 was read as SW480 rereplic inconclusive, D3 antag -17, KB-3-1 cytotox -11%, HT1080 IDH1KD tx 0%, HT1080NT lethal -14%, D3 ag 2, KB-V1 cytotox -14%, GLP-1R agonist 6% and IL1B secr inh 0.

New compounds follow.
Nc1nc(-c2ccccc2)nn1S(=O)(=O)c1ccccc1 was read as SW480 rereplic -11%, D3 antag -9, KB-3-1 cytotox -9%, HT1080 IDH1KD tx -4%, HT1080NT lethal -12%, D3 ag 3, KB-V1 cytotox -2%, GLP-1R agonist -4% and IL1B secr inh -4.
CN(Cc1cn(-c2ccccc2)nc1-c1ccc(Cl)cc1)C(=O)CCC(=O)O was read as SW480 rereplic 1%, D3 antag 13, KB-3-1 cytotox 3%, HT1080 IDH1KD tx -3%, HT1080NT lethal 0%, D3 ag 2, KB-V1 cytotox inconclusive, GLP-1R agonist 4% and IL1B secr inh 87.
Screening O=c1c(Oc2ccccc2)coc2cc(O)cc(O)c12 returned SW480 rereplic 0%, D3 antag 4, KB-3-1 cytotox 0%, HT1080 IDH1KD tx 3%, HT1080NT lethal -17%, D3 ag 6, KB-V1 cytotox inconclusive, GLP-1R agonist 9% and IL1B secr inh 15.
Screening CC1(c2ccccc2Cl)NC(=O)N(CC(=O)NC(=O)NCc2ccco2)C1=O (stereo not drawn) returned SW480 rereplic 0%, D3 antag -14, KB-3-1 cytotox -10%, HT1080 IDH1KD tx -5%, HT1080NT lethal -7%, D3 ag -3, KB-V1 cytotox -6%, GLP-1R agonist 3% and IL1B secr inh -8.
For Cc1c(OCC(=O)N[C@@H](Cc2ccccc2)C(=O)O)ccc2c3c(c(=O)oc12)CCC3 the results were SW480 rereplic -20%, D3 antag 44, KB-3-1 cytotox 0%, HT1080 IDH1KD tx -2%, HT1080NT lethal -3%, D3 ag -9, KB-V1 cytotox -2%, GLP-1R agonist -1% and IL1B secr inh 8.
`COC(=O)CCC(=O)N1CCCC(CO)(Cc2ccccc2)C1` (stereo not drawn) gave SW480 rereplic -87%[inhibitor], D3 antag 9, KB-3-1 cytotox 1%, HT1080 IDH1KD tx 13%, HT1080NT lethal 8%, D3 ag 3, KB-V1 cytotox -19%, GLP-1R agonist -3% and IL1B secr inh 5.

High-throughput results (PubChem BioAssay)
